# Giardia kill – kills Giardia lamblia. actives 0.15% (n = 340,000). activity change, % at 7.66 µM, hits read low. Giardia lamblia trophozoite viability; in the data active means activity change below about -80%; inconclusive means between about -30% and that limit;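 further: parasites exposed to compound for two days anaerobically before the ATP read; on the % scale 0 is the no-effect control and ±100 the full control effect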
#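 Compounds were tested on trophozoites seeded at 100 cells/well and held 48 hrs at 37 deg C anaerobically. An ATP-based luminescent kit measured the remaining live cells.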
# TRPV1 agonist – human TRPV1 agonism | TRPV1-expressing cells, Fluo-8 calcium influx, agonist mode | AID 540275 | activation, % at 8.33 µM | actives 0.19% (n = 320,000) | Q8NER1; in the data active means activation above about 80%; inconclusive means between about 30% and that limit; further: 0% is about no effect
#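 Cells expressing TRPV1 were dye-loaded with Fluo-8 and read kinetically: 10 s baseline, 3 min after compound (agonist portion), then 2 min after EC20 capsaicin (allosteric enhancer portion). Calcium-bound dye fluorescence at 480/520 nm.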
# GALK inh – inhibitors of human galactokinase | actives 0.007% (n = 270,000) | P51570 | Purified GALK, Kinase-Glo residual ATP luminescence | Potency, µM (doses to about 57.5 µM), for the others: top-dose activity change, negative = inhibition, usual class: inhibitors; further: potency means the concentration at half of the fitted maximal effect; on the % scale 0 is the no-effect control and ±100 the full control effect
#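 ATP-depletion format; final 35 uM ATP, 100 uM D-galactose, 5 nM enzyme; pH 8.0 HEPES/Mg2+ buffer; 60 min RT; luminescence read 10 min after detection reagent.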
# hERG WT inh – inhibitors of human wildtype KCNH2 potassium channel; Q12809; U2OS, BacMam KCNH2, thallium flux FluxOr; stronger effect = lower value; activity change, % at 1.84 µM; actives 0.37% (n = 340,000); AID 720551;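 active means maximum activity change below -70%; inconclusive means maximum activity change between -70% and -50%; inactive means maximum activity change above -50%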; further: on the % scale 0 is the no-effect control and ±100 the full control effect
#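 U2OS cells transduced with wild-type KCNH2 virus are loaded with FluxOr dye for 45 min, and thallium flux is measured in kinetic reads before and after stimulation buffer. Rate constants are normalized to DMSO controls.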
# PKM2 act – increases activity of human pyruvate kinase M2. purified PKM2, Kinase-Glo ATP luminescence, activation; response scale: 0% is enzyme alone, no compound. Potency, µM (series often up to 57.5 µM), for the others: at the highest dose activation, most hits filed as activators. P14618. actives 0.34% (n = 260,000); further: potency means the concentration at half of the fitted maximal effect; on the % scale 0 is the no-effect control and ±100 the full control effect; nearly all actives have a fitted effect of over 55% in size
#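 Kinase-Glo luminescence reports ATP generated from ADP (0.1 mM) and PEP (0.5 mM) by purified hPK-M2 after 1 h at room temperature, pH 7.2 imidazole buffer; intermediate enzyme activity allows detecting inhibitors and activators.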
# Menin-MLL TR inh – inhibitors of human menin-MLL interaction, mutant MLL peptide; O00255; Menin + Texas Red MLL mutant peptide, fluorescence polarization; Potency, µM (series often up to 61.6 µM), for inactives: top-dose FP activity change, negative = inhibition, actives largely listed as inhibitors; actives 0.23% (n = 270,000); AID 1768; active means well fitted inhibition curve with a large enough effect in the polarisation, with a control signal flat, not every such curve was filed as active; inconclusive means small, poorly fitted or top-dose-only effect, or effect the other way, or a change in a side signal; inactive means no such curve, though single readings can be large or run the other way; the % refers to the polarisation; further: potency means the concentration at half of the fitted maximal effect; % of control where 0% means no effect; many of its hits are not listed in these tables
# KCNH2 3.1 inh – blocks the human KCNH2 3.1 channel isoform; U2OS KCNH2 3.1, thallium flux FluxOr; stronger effect = lower value; activity change, % (tested at about 1.8 µM); AID 720553; actives 0.95% (n = 340,000);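 active means maximum activity change below -70%; inconclusive means maximum activity change from -70% to -50%; inactive means maximum activity change above -50%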;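 further: thallium influx rate constant from kinetic fluorescence after stimulation buffer; on the % scale 0 is the no-effect control and ±100 the full control effect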
#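 Thallium flux via FluxOr fluorescence (Red40 quencher, 45 min loading) in U2OS cells virally expressing the KCNH2 3.1 isoform (1.77 x 10^8 /mL virus, overnight at 37 C). Rate constants from 2-min kinetic reads post-stimulation, normalised to positive and negative controls.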
# B2AR arrestin – beta2AR (human) beta-arrestin recruitment activity | P07550 | beta-arrestin recruitment to beta2AR, cell-based reporter | Potency, µM (doses to about 46.1 µM), inactives show at the top dose activation, usual class: activators | actives 0.02% (n = 330,000) | AID 492947;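 further: potency means the concentration at half of the fitted maximal effect; 0% = DMSO controls and full agonism = EC100 isoproterenol or metaproterenol; nearly all actives have a fitted effect of over 65% in size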
# Target sequence (P07550 whole entry, looked up): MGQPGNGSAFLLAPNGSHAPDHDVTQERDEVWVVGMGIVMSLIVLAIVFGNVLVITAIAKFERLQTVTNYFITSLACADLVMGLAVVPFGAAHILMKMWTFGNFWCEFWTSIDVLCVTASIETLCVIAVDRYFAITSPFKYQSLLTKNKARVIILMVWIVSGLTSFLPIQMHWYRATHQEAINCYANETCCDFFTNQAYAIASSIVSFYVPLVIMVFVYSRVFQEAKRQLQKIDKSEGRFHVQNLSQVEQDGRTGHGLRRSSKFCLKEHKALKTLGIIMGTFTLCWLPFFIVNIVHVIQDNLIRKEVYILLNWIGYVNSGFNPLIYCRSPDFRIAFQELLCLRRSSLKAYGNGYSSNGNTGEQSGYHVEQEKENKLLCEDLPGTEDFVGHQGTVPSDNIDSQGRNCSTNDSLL
# USP2a inh – inhibitors of human ubiquitin-specific protease USP2a. USP2 core, Ub-CHOP2 coupled fluorogenic reporter, 485/531. actives 0.01% (n = 330,000). Potency, µM (doses to about 38.3 µM), for the others: top-dose activity change, negative = inhibition, hits mostly inhibitors;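 further: potency means the concentration at half of the fitted maximal effect; plate controls were DMSO wells for no effect and full inhibition by NEM control for full effect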
# Target sequence (O75604 whole entry, looked up): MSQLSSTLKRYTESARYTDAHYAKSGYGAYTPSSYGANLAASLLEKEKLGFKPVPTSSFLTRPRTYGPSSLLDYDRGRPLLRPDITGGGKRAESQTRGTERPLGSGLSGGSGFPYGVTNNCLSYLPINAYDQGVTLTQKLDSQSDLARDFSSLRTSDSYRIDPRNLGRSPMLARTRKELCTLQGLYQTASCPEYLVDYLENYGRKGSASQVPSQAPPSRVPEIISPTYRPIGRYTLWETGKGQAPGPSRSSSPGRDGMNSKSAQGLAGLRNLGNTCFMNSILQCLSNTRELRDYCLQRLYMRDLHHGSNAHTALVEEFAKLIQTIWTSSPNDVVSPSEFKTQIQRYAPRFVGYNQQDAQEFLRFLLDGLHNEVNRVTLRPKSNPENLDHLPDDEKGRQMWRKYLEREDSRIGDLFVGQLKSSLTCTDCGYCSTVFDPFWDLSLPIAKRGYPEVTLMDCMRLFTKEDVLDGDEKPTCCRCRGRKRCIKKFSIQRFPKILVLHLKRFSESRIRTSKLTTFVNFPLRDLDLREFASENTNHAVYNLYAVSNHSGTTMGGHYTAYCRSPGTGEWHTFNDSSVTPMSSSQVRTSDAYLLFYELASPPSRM
#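 Cell-free coupled assay: 10nM USP2 core preincubated 30min RT with compound in Tris-HCl pH 8.0/CaCl2/CHAPS buffer, then 25nM Ub-CHOP2 and 25nM reporter substrate; fluorescence (Ex 485/Em 531) read after 60min RT, normalized to NEM inhibition, concentration-response curves fitted.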
# Coupling enz – inhibits coupling enzyme system, counter-screen for aldolase hits; actives 0.67% (n = 290,000); coupling enzyme system counterscreen, AmpLite Red fluorescence; activity change, negative = inhibition, % at 58.2 µM, hits read low; in the data active means activity change below about -30%; further: on the % scale 0 is the no-effect control and ±100 the full control effect
#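 Final compound at 57.5 uM, incubated 10 min at RT with coupling enzyme reagent (glyceraldehyde-3-phosphate), then 20 min with substrate and AmpLite Red detection. Fluorescence read at 525/598 nm; tests interference with the coupling assay, not aldolase inhibition.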
# MLL CXXC-DNA inh – inhibitors of human MLL CXXC domain-DNA interaction; actives 0.037% (n = 290,000); AID 2662; MLL-CXXC / FITC-HOXA9 DNA fluorescence polarization; Q03164; Potency, µM (top dose mostly 115 µM), for the others: at the highest dose activity change, negative = inhibition, usual class: inhibitors; active means well fitted inhibition curve with a large enough effect in the polarisation, with a control signal flat, not every such curve was filed as active; inconclusive means small, poorly fitted or top-dose-only effect, or effect the other way, or a change in a side signal; inactive means no such curve, though single readings can be large or run the other way; the % refers to the polarisation; further: potency means the concentration at half of the fitted maximal effect
#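 Steps: dispense CXXC domain solution (7 uM) → pin compounds or unlabeled HOX-A9 DNA control → 5 min ambient → add FLSN-HOX-A9 solution (50 nM) → spin → 30 min ambient → fluorescence polarization. Tris pH 7.5/NaCl/DTT/BSA buffer.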
# Active calls of the source: *; ? = inconclusive; . = not tested or not shown; [ ] = dose if it differs, or a comment. Unless noted, the call rests on the fitted dose curve; in most records, active means well fitted curve in the direction sought with a large enough effect; inconclusive means small, poorly fitted or top-dose-only effect, or another doubt; inactive means no such curve, though single readings can be large; an effect the other way counts as inactive or inconclusive. An excerpt. The share of hits here may be higher or lower than overall.
1	COc1ccc(NC(=O)CCNC(=O)c2ccc([N+](=O)[O-])cc2)cc1S(=O)(=O)N1CCCCC1
2	COCCNc1nnc(SCC(=O)Nc2nnc(-c3ccccc3)o2)s1
3	Cc1ccc(-c2nc(NCC3CCCO3)sc2C)cc1 (stereo unspecified)
4	COCCCNC(NC(=O)c1ccc(OC)cc1)C(Cl)(Cl)Cl (stereo unspecified)
5	O=C1/C(=C/c2cccs2)N=C(c2cccs2)N1Nc1ccccc1
6	O=C(NCc1ccccc1)c1cc(=O)[nH]c2ccccc12

Compound	1	2	3	4	5	6
Giardia kill	-5	12	14	8	-8	28
TRPV1 agonist	-7	0	?	0	4	-2
GALK inh	.	.	11%	-1%	-2%	1%
hERG WT inh	4	4	12	3	-23	24
PKM2 act	.	.	-1%	2%	1%	0%
Menin-MLL TR inh	.	.	-27%	6%	-24%	-1%
KCNH2 3.1 inh	-2	10	5	9	-34	17
B2AR arrestin	-0.5%	-0.5%	0.3%	-0.1%	0.0%	-0.2%
USP2a inh	-1%	3%	-1%	1%	0%	1%
Coupling enz	.	.	0	2	6	7
MLL CXXC-DNA inh	.	.	-12%	5%	?	-13%

7	NC(=O)C1CCCN(C(=O)c2cccc(S(=O)(=O)N(Cc3ccccc3)c3ccccc3)c2)C1 (stereo unspecified)
8	O=C(COC(=O)c1ccc(O)cc1)Nc1ccc2c(c1)OCO2
9	COc1ccc(NC(=O)COC(=O)c2ccc(N3CCCC3=O)cc2)cc1
10	COc1cc2[nH]c(=O)n(Cc3ccc(C(=O)NCCCN4CCN(C)CC4)cc3)c(=O)c2cc1OC
11	CC1CCCN(S(=O)(=O)c2ccc(NC(=O)CN3C(=O)NC(C)(c4ccccc4)C3=O)cc2)C1 (stereo unspecified)
12	O=C(CN1CCN(Cc2ccc3c(c2)OCO3)CC1)N1CCc2[nH]c3ccccc3c2C1

Compound	7	8	9	10	11	12
Giardia kill	-11	20	-5	24	-3	.
TRPV1 agonist	7	.	0	8	-3	16
GALK inh	.	.	.	1%	.	-2%
hERG WT inh	-7	5	6	30	-10	.
PKM2 act	.	.	.	-2%	.	7%
Menin-MLL TR inh	.	.	.	-5%	.	-19%
KCNH2 3.1 inh	-1	-5	-3	-1	14	.
B2AR arrestin	0.0%	-0.1%	-0.1%	-0.6%	0.3%	-0.1%
USP2a inh	2%	4%	-1%	-3%	-1%	-2%
Coupling enz	.	.	.	1	.	-1
MLL CXXC-DNA inh	.	.	.	10%	.	-1%

# The last four entries of the section before are carried over, then new ones follow:
9	COc1ccc(NC(=O)COC(=O)c2ccc(N3CCCC3=O)cc2)cc1
10	COc1cc2[nH]c(=O)n(Cc3ccc(C(=O)NCCCN4CCN(C)CC4)cc3)c(=O)c2cc1OC
11	CC1CCCN(S(=O)(=O)c2ccc(NC(=O)CN3C(=O)NC(C)(c4ccccc4)C3=O)cc2)C1 (stereo unspecified)
12	O=C(CN1CCN(Cc2ccc3c(c2)OCO3)CC1)N1CCc2[nH]c3ccccc3c2C1
13	CCOc1ncccc1C(=O)OCc1ccc([N+](=O)[O-])cc1
14	O=C(CSc1ccccc1F)NC(=O)NCc1ccco1
15	COc1ccc(N2CCN(C(CNS(C)(=O)=O)c3ccco3)CC2)cc1 (stereo unspecified)
16	CC(C)(C)C1(O)CC(C(F)(F)F)=NN1C(=O)CCCc1ccccc1 (stereo unspecified)
17	CCOC(=O)c1cnn(-c2nc(CC)nc3sc4c(c23)CCC4)c1N
18	CCOC(=O)c1ccc(NC(=O)NCc2ccccn2)cc1

Compound	9	10	11	12	13	14	15	16	17	18
Giardia kill	-5	24	-3	.	4	-1	-7	-10	-8	-28
TRPV1 agonist	0	8	-3	16	10	4	-3	23	1	8
GALK inh	.	1%	.	-2%	-1%	13%	1%	6%	3%	-1%
hERG WT inh	6	30	-10	.	24	-1	-4	-9	0	-8
PKM2 act	.	-2%	.	7%	-3%	23%	0%	0%	2%	-6%
Menin-MLL TR inh	.	-5%	.	-19%	-10%	?	-3%	-29%	-8%	.
KCNH2 3.1 inh	-3	-1	14	.	-28	15	-6	7	3	5
B2AR arrestin	-0.1%	-0.6%	0.3%	-0.1%	-0.2%	0.2%	0.2%	0.0%	-0.6%	-0.6%
USP2a inh	-1%	-3%	-1%	-2%	2%	0%	0%	1%	-2%	0%
Coupling enz	.	1	.	-1	2	4	2	-1	-1	.
MLL CXXC-DNA inh	.	10%	.	-1%	-4%	1%	1%	5%	-1%	-9%

19	Cc1ccc(S(=O)(=O)N(C)CC(=O)N2CCc3ccccc32)cc1
20	Cc1cc(-c2csc(N)n2)c(C)n1Cc1ccco1
21	CC(C)c1nnc(NC(=O)CCC(=O)N2CCN(C3CCCCC3)CC2)s1
22	CCn1cc(C(=O)NCCCN2CC(C)CC(C)C2)c(=O)c2cc(S(=O)(=O)N(C)C3CCCCC3)ccc21 (stereo unspecified)
23	CCCCNC(=S)NNC(=O)c1cc(-c2ccncc2)nc2ccccc12
24	COC(=O)c1scc(C)c1NC(=O)/C=C/C(=O)O

Compound	19	20	21	22	23	24
Giardia kill	5	-9	-5	6	-18	-3
TRPV1 agonist	13	-1	3	10	3	-1
GALK inh	-1%	-4%	4%	2%	-8%	1%
hERG WT inh	5	.	15	-26	-6	1
PKM2 act	1%	14%	-16%	.	1%	?
Menin-MLL TR inh	-9%	2%	-4%	-24%	.	.
KCNH2 3.1 inh	-5	34	-2	-1	-11	-4
B2AR arrestin	0.0%	0.1%	-0.4%	-0.3%	-0.9%	6.9%
USP2a inh	-1%	1%	-1%	-2%	3%	-1%
Coupling enz	-1	-4	1	-1	.	2
MLL CXXC-DNA inh	-2%	14%	-1%	5%	11%	2%

25	Cc1ccc(/C=C/C(=O)c2ccc(O)cc2)cc1
26	Cc1c(NC(=O)CCN2C(=O)c3ccccc3C2=O)c(=O)n(-c2ccccc2)n1C
27	O=C(N/N=C/c1cn[nH]c1-c1ccccc1)c1ccco1
28	NC(=O)CCCn1c(C(=O)c2cc(Cl)c(N)c(Cl)c2)c2ccc(C(F)(F)F)cc2[n+]1[O-]
29	COc1ccc(OCC(=O)Nc2cccc(C(C)=O)c2)cc1
30	O=C(N/N=C/c1cccnc1)c1cc(-c2ccccc2)nc2ccccc12

Compound	25	26	27	28	29	30
Giardia kill	?	-5	-5	1	10	-16
TRPV1 agonist	?	1	-2	0	14	8
GALK inh	1%	3%	-1%	.	2%	4%
hERG WT inh	-1	-7	-12	4	-6	-1
PKM2 act	2%	-11%	-3%	.	-1%	.
Menin-MLL TR inh	.	5%	-13%	.	1%	34%[activator]
KCNH2 3.1 inh	-40	-4	12	-85*	0	-6
B2AR arrestin	0.4%	0.4%	-0.9%	6.9%	0.4%	-0.7%
USP2a inh	7%	-1%	1%	0%	-1%	3%
Coupling enz	1	-3	2	.	-2	5
MLL CXXC-DNA inh	16%	0%	0%	.	-4%	3%

31	O=C(CN1C(=O)NC2(CCOc3ccccc32)C1=O)N1CCCCC1 (stereo unspecified)
32	COc1ccc(NC(=O)CSc2nccn2Cc2ccco2)cc1
33	CCOc1ccc(S(=O)(=O)NCCC(=O)OC(C)C(=O)N2CCc3ccccc32)cc1 (stereo unspecified)
34	Cc1nc2ccccn2c1C(=O)NN=C1C2CC3CC(C2)CC1C3
35	Cc1ccc(S(=O)(=O)N2CCCOC2CNC(=O)C(=O)NCc2cccnc2)cc1 (stereo unspecified)
36	CCCCOc1ccc(C(=O)NCC(=O)NCc2ccncc2)cc1
37	O=C(NC1CC1)C1CCCN1C(=O)NC1CCCCC1 (stereo unspecified)

Compound	31	32	33	34	35	36	37
Giardia kill	9	1	-14	-12	-17	1	-8
TRPV1 agonist	.	5	-2	-1	0	12	0
GALK inh	.	-3%	-1%	5%	0%	.	-2%
hERG WT inh	0	14	11	0	-4	2	-1
PKM2 act	.	2%	1%	4%	-4%	.	-3%
Menin-MLL TR inh	.	.	9%	-11%	-4%	.	1%
KCNH2 3.1 inh	-23	11	3	4	6	-14	-2
B2AR arrestin	-0.2%	-1.1%	0.5%	-0.8%	-0.5%	-0.3%	-0.1%
USP2a inh	-1%	2%	-2%	4%	-2%	-1%	-2%
Coupling enz	.	.	1	0	-1	.	0
MLL CXXC-DNA inh	.	-8%	14%	11%	-1%	.	-7%
